# S100A4 inh HTS: inhibitors of human S100A4 binding to myosin IIA peptide; 360,000 compounds, 0.14% hits; S100A4/TAMRA-MyoIIA peptide fluorescence polarization; inhibition, % at 10.7 µM; AID 652163;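 active = mean inhibition of at least 70% across replicates, with every replicate also reaching that level; inconclusive = mean inhibition reaches 70% but some replicates fall short; inactive = mean inhibition below 70%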
# Target sequence (P26447 whole entry, looked up): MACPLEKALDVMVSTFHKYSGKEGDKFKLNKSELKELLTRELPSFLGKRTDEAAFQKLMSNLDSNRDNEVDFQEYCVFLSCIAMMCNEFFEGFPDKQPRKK
#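 Assay system: human S100A4 monomer with TAMRA-labelled myosin IIA peptide / Buffer or medium: Calcium-containing HEPES buffer, pH 7.2 / Reagent: TAMRA-labelled myosin IIA heavy-chain peptide probe, 5 nM / Compound: one dose per compound / Timing: polarization read 5 min after assay mix addition, stable 5–60 min / Benchmarks: neutral control DMSO, positive control TFP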
# DENV2 CPE rescue: protects cells from dengue virus 2 cytopathic effect | 350,000 compounds, 1.7% hits | DENV2-infected cells, cytopathic effect rescue, plate reader | CPE inhibition, % at 9.99 µM; in the data active = CPE inhibition above about 20%, passing the limit was not always enough; inconclusive = no clear call, values can overlap the other calls; tested in BHK-21 cells;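 also: 0% = median of neutral control wells and 100% = median of positive control wells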
# Statin myotox sup: suppressors of simvastatin-induced myotoxicity in C2C12 myotubes; ATP luminescence, 48 h; scaled: DMSO 0, geranylgeraniol control 100; rescue of ATP level, % at 7.49 µM; 330,000 compounds, 0.78% hits;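 active = mean ATP rescue above about 67%, or every replicate alone reaching that limit, limit read from the data, passing the limit was not always enough; inconclusive = no clear call, values can overlap the other calls; inactive = mean under the limit and some replicate under it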;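 also: myotubes were challenged with 10 µM simvastatin during compound exposure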
# SIRT5 inh: blocks human SIRT5 desuccinylation of peptide; inhibition, % at 15 µM; 330,000 compounds, 1.1% hits; AID 652115; Purified SirT5, succinyl-peptide AMC, trypsin-coupled fluorescence; Q9NXA8; in the data active = inhibition above about 15%; inconclusive = no clear call, values can overlap the other calls
# Target sequence (Q9NXA8 whole entry, looked up): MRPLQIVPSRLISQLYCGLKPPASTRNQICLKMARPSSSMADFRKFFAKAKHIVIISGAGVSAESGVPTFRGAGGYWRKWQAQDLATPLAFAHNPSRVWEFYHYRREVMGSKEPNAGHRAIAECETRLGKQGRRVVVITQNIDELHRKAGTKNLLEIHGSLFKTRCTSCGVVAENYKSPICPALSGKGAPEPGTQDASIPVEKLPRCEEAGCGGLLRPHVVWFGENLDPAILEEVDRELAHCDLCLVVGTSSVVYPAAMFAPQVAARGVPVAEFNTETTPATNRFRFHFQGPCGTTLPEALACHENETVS
# ERp5 inh: blocks human ERp5 reductase activity on insulin; 350,000 compounds, 0.05% hits; Q15084; inhibition, % at 9.99 µM; ERp5 insulin aggregation, absorbance 650 nm, 90 min;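 active = mean replicate inhibition above about 25%, with every replicate also reaching it, limit read from the data, passing the limit was not always enough; inconclusive = only one of those two criteria met; inactive = neither criterion met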
# PglD inh: PglD (C. jejuni) enzyme inhibition | purified PglD enzyme, DTNB colorimetric CoA detection | inhibition, % at 12.5 µM | AID 602405 | 360,000 compounds, 0.098% hits; in the data active = inhibition above about 16%, passing the limit was not always enough; inconclusive = no clear call, values can overlap the other calls; also: strong numbers were not always called active
# E-sel inducer: induces E-selectin expression in human endothelial cells | 260,000 compounds, 0.37% hits | P16581 | HUVEC E-selectin immunofluorescence imaging; normalized: neutral wells 0, TNF-alpha wells 100 | activation, % at 7.58 µM;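 active = mean E-selectin-positive cell signal at least 10% of the positive control, reached in at least 60% of replicates, without over 20% cell loss; inconclusive = no rule given, readout overlaps actives, possibly toxicity-flagged; inactive = the rest, including those meeting only one limit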;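 also: in these data hits start at about 27%; measured in HUVEC primary endothelial cells; signal is the percent of cells scored E-selectin positive by PE staining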
# Target sequence (P16581 whole entry, looked up): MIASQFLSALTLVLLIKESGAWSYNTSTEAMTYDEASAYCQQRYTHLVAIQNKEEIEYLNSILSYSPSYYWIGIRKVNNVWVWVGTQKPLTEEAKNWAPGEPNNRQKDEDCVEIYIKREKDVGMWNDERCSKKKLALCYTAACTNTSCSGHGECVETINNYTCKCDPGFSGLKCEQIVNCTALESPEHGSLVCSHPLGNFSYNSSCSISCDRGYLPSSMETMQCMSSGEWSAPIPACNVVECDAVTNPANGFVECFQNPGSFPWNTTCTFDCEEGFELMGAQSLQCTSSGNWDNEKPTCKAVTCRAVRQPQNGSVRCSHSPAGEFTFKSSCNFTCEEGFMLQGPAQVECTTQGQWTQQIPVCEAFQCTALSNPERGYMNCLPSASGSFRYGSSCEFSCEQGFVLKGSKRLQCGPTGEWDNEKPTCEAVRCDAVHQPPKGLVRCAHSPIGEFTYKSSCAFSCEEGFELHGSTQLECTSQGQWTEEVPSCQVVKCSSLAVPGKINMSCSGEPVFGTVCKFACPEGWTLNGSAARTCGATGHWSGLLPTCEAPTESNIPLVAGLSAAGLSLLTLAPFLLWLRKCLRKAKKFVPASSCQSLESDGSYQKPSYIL
#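 Material: HUVEC primary endothelial cells; Amount: 3,000 cells per well; Dosing: single concentration; Medium: EGM-2 growth medium on 0.1% gelatin-coated wells; Read-out basis: percent E-selectin-positive cells; Signal: immunofluorescence imaging; Control set: TNF-alpha, DMSO.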
# The depositor's hits bear a star; ? = inconclusive; / = no result given; & = joins results of further samples.
SMILES,Statin myotox sup,E-sel inducer,ERp5 inh,DENV2 CPE rescue,PglD inh,S100A4 inh HTS,SIRT5 inh
COc1ccc(CNC(=O)CN2C(=O)COc3ccc(S(=O)(=O)NC4CCCC4)cc32)cc1,6,/,-4,1,-1,-4,-3
CCCCn1nnnc1C(c1ccccc1)N1CCN(c2ncccc2C(F)(F)F)CC1 (stereo not drawn),/,-0.7,0,3,/,0,-3
CCCNC(=O)COC(=O)/C(C#N)=C/c1cc(C)n(CCC)c1C,2,5.1,1,-1,0,-4,-1
Cc1cccc([C@@H]2[C@@H]3C(=O)N(Cc4ccccc4)C(=O)[C@@H]3[C@]3(Cc4ccc(Cl)cc4)C(=O)N(c4ccc(Br)cc4)C(=O)N23)c1,-3,0.0,-5,16,-3,-1,-5
CN(C(=O)c1ccc(F)cc1)c1ccccc1C(=O)NCc1ccccc1,/,-3.3,12,-6,6,5,-3
O=C(C[C@@H]1CC[C@@H]2[C@H](COC[C@H](O)CN2S(=O)(=O)c2ccccc2)O1)Nc1ccccc1,-1,2.2,1&9,8&-4,-2,18&-4,-2&-1
CN(C)C(CNC(=O)CCOc1ccccc1)c1ccco1 (stereo not drawn),/,6.8,-5,2,/,-7,-5
Cc1ccc(NC(=O)NCC2CCN(Cc3cc(C)ccc3Cl)CC2)c(C)c1,/,/,-5,3,0,-13,-2
O=C(NCc1ccccc1Cl)C1CCN(c2ncnc3c2nc2n3CCCCC2)CC1,-1,/,1,-3,-4,-5,-9
COc1cccc(-c2cc(C(=O)NCCCN3CCOCC3)no2)c1,9,0.5,2,-9,-2,-1,-1
CCCCN1CC(N2CCN(CCO)CC2)CS1(=O)=O (stereo not drawn),13,3.8,1,2,-1,-1,-3
CC(=O)c1ccccc1NC(=O)COC(=O)C1=NN(c2ccccc2)C(=O)CC1,19,0.3,-7,2,-4,-7,-1
COc1ccccc1CNC(=O)C1CCC1,/,-0.9,4,?,/,-1,-6
C[C@H]1CN([C@@H](C)CO)C(=O)c2cc(NC(=O)NC3CCCCC3)ccc2O[C@@H]1CN(C)Cc1ccc(Cl)c(Cl)c1,/,0.3,4,4,0,5,7
CC1(C)Oc2ccc3ccc(=O)oc3c2/C(=C/NNC(N)=O)C1=O,18,/,11,5,-2,-3,-3
COc1ccc(C(=O)NCCS(=O)(=O)NCc2ccccc2)cc1,13,6.6,-1,-2,6,-1,-1
N#CCC(=O)N/N=C/c1ccc(OCC(=O)Nc2ccc(F)cc2)cc1,/,/,-8,-1,/,2,-3
CC(C)NC(=O)Nc1ccc2c(c1)C(=O)N([C@H](C)CO)C[C@H](C)[C@@H](CN(C)C(=O)Nc1ccc(C(F)(F)F)cc1)O2,-18&5,-1.7,-2&4,8&-11,2&0,6&6,3&4
CCc1nc(C#N)c(N2CCCCC2)o1,6,0.4,-2,7,/,0,-5
Nc1nc2c(ncn2[C@@H]2O[C@H](CNS(=O)(=O)c3cccnc3)[C@@H](O)[C@H]2O)c(=O)[nH]1,-3,0.2,4,-16,3,1,-2
Cc1noc(C)c1S(=O)(=O)Nc1ccc2c(c1)C(=O)N([C@H](C)CO)C[C@@H](C)[C@@H](CN(C)C(=O)Nc1ccccc1)OCCCC[C@@H](C)O2,/,0.1,0,3,11,-6,-3
CCC(C)NC(=O)Cn1ccc2cc(S(=O)(=O)N3CCCCCC3)ccc21 (stereo not drawn),-11,/,0,-4,-2,16,-2
O=C(C[C@H]1CC[C@@H]2[C@H](COC[C@@H](O)CN2C(=O)Nc2ccc(Cl)cc2)O1)NC1Cc2ccccc2C1,-13,0.0,/,0,-12,/,/
Cn1cccc1Cc1nnc(SCC(=O)NC2CCCCC2)n1-c1ccc(F)cc1,1,0.2,1,9,-3,-2,3
COc1ccc(NC(=O)CSc2nccn2Cc2ccc(F)cc2)c(OC)c1,8,1.0,9,5,-12,-4,-3
COc1cccc(CNC(=O)[C@@H]2CCCN2C(=O)[C@H]2CCCCN2C(=O)OC(C)(C)C)c1,/,-0.1,-3,7,/,-3,12
COc1ccc(-c2nc3ccccc3c(=O)n2CCOc2cccc(C)c2C)cc1,4,/,4,-8,9,4,9
CCOP(=O)(OCC)C(Nc1ccccc1)c1ccccc1C(F)(F)F (stereo not drawn),8,1.1,-5,3,/,3,10
COCCNC(=O)C[C@@H]1C[C@@H]2c3cc(NC(=O)c4cccnc4)ccc3O[C@@H]2[C@H](CO)O1,1,0.2,17,/,3,-1,-8
Cc1ccccc1-c1ccc2c(c1)O[C@@H](CN(C)Cc1ccncc1)[C@@H](C)CN([C@@H](C)CO)S2(=O)=O,-43,-0.3,-2,/,0,10,1
CNC[C@@H]1OCCCC[C@@H](C)Oc2ccc(NC(=O)c3ccncc3)cc2C(=O)N([C@@H](C)CO)C[C@H]1C,4,0.1,-2,14,0,-5,4
COc1ccc(OCC2CNC(=O)O2)cc1 (stereo not drawn),/,-2.3,-1,-7,/,-1,-3
O=C(NC1CC1)c1ccc(N2CCCCC2)c([N+](=O)[O-])c1,-5,/,13,6,0,13,0
COc1cccc(C(O)Cc2nc3ccccc3n2C)c1OC (stereo not drawn),-1,2.2,-8,-9,5,-1,-3
C#Cc1ccc([C@@H]2C=C(C(=O)OCC=C)O[C@H](OCC)[C@H]2CCCO)cc1,1,0.2,1&-1,13,2&6,3&-3,-1
CC1CCCCN1S(=O)(=O)c1ccc(C(=O)Nc2sccc2C(N)=O)cc1 (stereo not drawn),109*,0.0,1,/,-8,-2,/
Cc1noc(C)c1COc1ccc(C(=O)NNC(=O)c2ccccc2)cc1,-53,-0.9,0,-7,/,6,-7
CC(=O)NC(Cc1cccc(F)c1)C(=O)NC1CCN(C(=O)c2cccc(C)c2)CC1 (stereo not drawn),/,/,7,-2,/,3,-4
CCOc1cc(OCC)cc(C(=O)N2CCC[C@H]2C(=O)N2CCC[C@H]2C(=O)N[C@@H](C)c2ccccc2)c1,/,-0.1,4,8,/,-3,-1
O=C(/C=C/c1cccc(F)c1)N1CCN(c2ncccn2)CC1,7,/,2,-5,0,16,6
CCn1nc(C)c(CN2CCC(n3nccc3NC(=O)c3ccc4c(c3)OCO4)CC2)c1C,5,-0.1,6,-3,-7,-2,-5
NS(=O)(=O)c1ccc(N=Cc2c(O)c3ccccc3oc2=O)cc1,/,/,-3,-3,/,13,7
CC(C)(C)n1nc2c(c1NC(=O)Cc1ccc(Cl)cc1)CS(=O)(=O)C2,9,/,-1,-3,-2,-1,-2
Cc1nn(-c2ccccc2)nc1C(=O)NNC(=O)c1cccc2ccccc12,10,0.1,0,-7,-2,0,-1
Cc1ccc(N2CCN(/N=C/c3ccccc3)CC2)cc1,-4,0.1,0,1,0,0,-1
Cc1ccc(OCCc2csc(N)n2)cc1,12,/,3,5,11,-15,0
CCCCN(CCCC)S(=O)(=O)c1ccc(SCC(=O)OCC)c([N+](=O)[O-])c1,-2,/,1,6,-2,3,1
C[C@@H]1CN([C@H](C)CO)S(=O)(=O)c2ccc(C3=CCCCC3)cc2O[C@H]1CN(C)Cc1ccccc1F,-37,/,-3,9,7,-1,13
CS(=O)(=O)N(CCC#N)Cc1ccc(/C=C2\C(=O)Nc3ccccc32)o1,/,0.2,0,?,/,4,0
Cc1ccc(S(=O)(=O)N(CC(=O)Nc2ccc(Cl)cc2)C(=O)N2CCN(C)CC2)cc1,18,/,5,-2,3,-7,-1

# Next structures:
SMILES,Statin myotox sup,E-sel inducer,ERp5 inh,DENV2 CPE rescue,PglD inh,S100A4 inh HTS,SIRT5 inh
Cc1ccc(Cn2ccc(NC(=O)c3cc(C4CC4)on3)n2)cc1,3,0.4,2,-3,/,2,-3
CCOC(=O)N1CCN(C(=O)c2ccc(Cn3c(=S)[nH]c4cc(OCC)c(OCC)cc4c3=O)cc2)CC1,-41,-0.1,-1,?,-4,-3,-5
NC(=O)C1(NC(=O)[C@@H]2CC3(CC(c4cccc(NC(=O)[C@@H]5CCC(=O)N5)c4)=NO3)CN2C(=O)c2cnccn2)CC1 (stereo partly drawn),21,-0.1,5,?,4,20,/
COc1ccc(CC(=O)Nc2ccccc2Oc2ccccc2)cc1,/,/,0,1,/,-5,/
CC1CCN(CC(=O)Nc2ccccc2-c2ccccc2)CC1,6,/,1,1,3,-25,-4
COc1ccc2c3c([nH]c2c1)[C@@H](CO)N(C(C)=O)CC31CCN(Cc2ccccc2Cl)CC1,/,-0.1,1,0,/,-7,/
COc1ccc(NC(=O)CN(C)C(=O)Cc2c(C)nc3ccccc3c2C)cc1,15,-0.2,4,-6,-6,-1,-7
COc1ccc(S(=O)(=O)Nc2cccc3c2O[C@@H](CN(C)S(=O)(=O)c2cn(C)cn2)[C@@H](C)CN([C@H](C)CO)C3=O)cc1,25,-0.1,-3,-3,-2,8,1
CC(C)NC(=O)N1[C@H](CO)[C@H](c2ccc(C#CC3CCCC3)cc2)[C@@H]1C#N,-34,0.0,-3,-4,-1,6,3
O=C(C[C@H]1C=C[C@@H](NC(=O)c2ccc3c(c2)OCO3)[C@@H](CO)O1)NCc1ccc(Oc2ccccc2)cc1,/,0.3,6,6,/,-3,6
N#C[C@H]1[C@@H](c2ccc(/C=C/c3ccccc3)cc2)[C@@H](CO)N1C(=O)C1CCCCC1,-8,2.5,5,-4,1,5,7
O=C1CCC/C(=N\NC(=O)NC2CCCCC2)C1,/,8.8,-5,5,/,-3,1
CCCN1C[C@@H](C)[C@@H](OC)CN(C)C(=O)c2ccc(NC(=O)c3ccccc3F)cc2OC[C@@H]1C,-1,-0.1,4,-1,1,-13,-2
Cn1c(=O)c(NC2CCCCC2)c2c3c(cccc31)C(=O)c1ccccc1-2,/,22,-2,-7,/,21,-5
OC(COc1ccc2c(c1)OCO2)CN1CCCC1 (stereo not drawn),/,0.7,4,/,/,5,-2
Cc1[nH]c2ccccc2c1C(=O)CN1CCCC(C)C1 (stereo not drawn),-8,/,-1,-9,0,-4,3
C[C@H]1CN([C@@H](C)CO)S(=O)(=O)c2ccc(C#Cc3ccccn3)cc2O[C@H]1CN(C)Cc1cccc(F)c1,7,-0.2,3,2,5,3,?
Cc1cccc(C)c1N(CC(=O)NCc1ccc(F)cc1)C(=O)c1csnn1,2,7.6,-3,-2,/,4,/
CCOc1ccc(N2C(=O)CC(Sc3ccccc3C(=O)O)C2=O)c([N+](=O)[O-])c1 (stereo not drawn),/,0.6,6,-1,/,-2,4
COc1ccc(N2CCN(C(=O)CSc3nc4nc(C)cc(C)n4n3)CC2)cc1,7,/,-5,1,-5,-4,-3
CC(C(=O)Nc1ccc(Cl)cc1Cl)N1C(=O)NC2(CCCCCCC2)C1=O (stereo not drawn),7,/,-1,?,0,0,1
O=C(NC(=S)N1CCCC1)c1ccc(Cl)cc1Cl,/,0.0,-10,-8,1,1,-2
O=C(N/N=C/c1ccccn1)c1cccc(NC(=O)c2ccc(Cl)cc2)c1,4,-0.2,0,-5,-5,-3,-2
O=C(NCc1cccs1)C(Cc1ccccc1)n1cccc1 (stereo not drawn),2,-0.2,-6,-7,0,-4,-1
COc1cccc(OC)c1C(=O)Nc1ccc(N2CCN(C(=O)c3ccco3)CC2)cc1,-7,-0.2,-2,17,-4,-11,/

# From PubChem

# A portion of the library (hit frequency here may not be typical).
